Compound activity deposited in PubChem BioAssay by several laboratories.
MEKK2wt PB1 HTS = modulators of MEK5 binding to wildtype MEKK2, primary screen, biochemical, multiplex bead flow cytometry, Alexa488-MEK5. hit rate 1.1% among 290,000. Mitogen-activated protein kinase kinase kinase 2 (Homo sapiens), Q9Y2U5. binding response (% of control), % at 10 µM. Alexa488-MEK5 binding to MEKK2 WT; actives lie on both sides; in the data active means binding response below about 67% or above about 130%
IDE cell activ = human IDE activators in live cells, primary screen, fluorescence polarization, HEK cells, FAbeta-B substrate. FAbeta-B cleavage; 0% vehicle, 100% cell-free pure enzyme wells. activation, % at 5.96 µM. hit rate 0.073% among 340,000. AID 493087, 2011;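 active means activation above the mean of all tested compounds plus 3 SD, set per screening campaign, cut at about 17% in these data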
MEKK2mut PB1 HTS = MEK5 binding signal on mutant MEKK2 PB1, primary screen, biochemical, multiplex bead flow cytometry, Alexa488-MEK5. Alexa488-MEK5 binding to MEKK2 mutant. percent response, % at 10 µM. hit rate 0.35% among 290,000. AID 1530, 2009; in the data active means percent response above about 24%, passing the limit was not always enough; further: inactives centre near 1; some results filed as inactive read as strong as hits; reference of the scale not given here
SUMO HTRF inh = inhibitors of in vitro SUMOylation cascade, primary screen, biochemical, HTRF, uHTS; hit rate 0.36% among 290,000; HTRF SUMOylation assay, SAE1/SAE2 + UBC9; inhibition, % at 35 µM; SUMO-conjugating enzyme UBC9 (Homo sapiens), P63279; in the data active means inhibition above about 50%, passing the limit was not always enough; further: strong numbers were not always called active
p-CIP stab down = p/CIP-EGFP fusion destabilizers, primary screen, fluorescence, F442A cells; decrease of EGFP signal, % at 10 µM; Q05BA5; hit rate 0.01% among 290,000; 16 h;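 active means EGFP signal decrease of at least 30% at 10 µM or well 3 SD below plate mean, unless failing retest; inactive means the rest, including hits failing retest or dose response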; further: some compounds called inactive have numbers as strong as hits; many of its hits are not listed in these tables
Target sequence (Q05BA5 1-1403): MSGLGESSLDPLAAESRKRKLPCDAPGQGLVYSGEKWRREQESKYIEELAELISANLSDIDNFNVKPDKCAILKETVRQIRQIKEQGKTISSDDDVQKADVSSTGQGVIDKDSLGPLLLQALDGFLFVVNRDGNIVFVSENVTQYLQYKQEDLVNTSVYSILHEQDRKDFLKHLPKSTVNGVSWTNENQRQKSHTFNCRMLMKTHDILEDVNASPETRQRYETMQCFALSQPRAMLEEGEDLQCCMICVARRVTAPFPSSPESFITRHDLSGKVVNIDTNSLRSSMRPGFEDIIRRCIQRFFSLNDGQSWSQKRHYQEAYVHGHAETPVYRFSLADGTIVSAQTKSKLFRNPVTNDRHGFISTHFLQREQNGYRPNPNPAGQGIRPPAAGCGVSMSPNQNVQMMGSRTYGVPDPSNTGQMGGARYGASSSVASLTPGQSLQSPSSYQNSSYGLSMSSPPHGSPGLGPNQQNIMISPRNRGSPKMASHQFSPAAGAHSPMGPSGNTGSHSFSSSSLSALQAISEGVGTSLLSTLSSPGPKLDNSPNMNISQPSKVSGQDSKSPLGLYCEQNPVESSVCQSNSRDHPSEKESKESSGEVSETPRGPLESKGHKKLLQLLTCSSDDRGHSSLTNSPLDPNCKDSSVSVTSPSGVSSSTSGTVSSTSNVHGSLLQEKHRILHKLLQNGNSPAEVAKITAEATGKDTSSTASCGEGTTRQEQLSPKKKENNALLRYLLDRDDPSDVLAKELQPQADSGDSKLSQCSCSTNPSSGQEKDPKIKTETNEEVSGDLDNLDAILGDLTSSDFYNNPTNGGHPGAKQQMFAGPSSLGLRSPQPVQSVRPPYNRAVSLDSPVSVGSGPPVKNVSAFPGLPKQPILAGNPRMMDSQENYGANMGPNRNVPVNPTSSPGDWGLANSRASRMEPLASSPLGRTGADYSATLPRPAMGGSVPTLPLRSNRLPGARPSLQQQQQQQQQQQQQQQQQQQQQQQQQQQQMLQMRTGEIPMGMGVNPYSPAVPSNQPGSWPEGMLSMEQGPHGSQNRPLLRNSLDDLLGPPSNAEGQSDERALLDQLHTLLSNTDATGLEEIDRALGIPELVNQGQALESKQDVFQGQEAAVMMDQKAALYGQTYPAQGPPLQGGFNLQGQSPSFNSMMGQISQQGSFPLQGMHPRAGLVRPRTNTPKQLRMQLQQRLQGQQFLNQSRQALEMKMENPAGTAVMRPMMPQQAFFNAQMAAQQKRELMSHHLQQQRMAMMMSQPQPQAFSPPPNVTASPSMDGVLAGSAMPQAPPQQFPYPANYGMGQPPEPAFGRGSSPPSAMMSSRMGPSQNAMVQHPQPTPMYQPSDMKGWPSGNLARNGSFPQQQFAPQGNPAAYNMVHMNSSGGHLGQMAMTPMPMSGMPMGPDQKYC
PfM18AAP inh = PfM18AAP inhibitors, malaria aminopeptidase, primary screen, biochemical, QFRET, recombinant enzyme. hit rate 1.2% among 290,000. inhibition, % at 7.35 µM. H-Glu-NHMec fluorogenic cleavage;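 active means inhibition above the campaign mean inhibition over all tested compounds plus 3 SD, cut at about 28% in these data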;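 further: 0% = plate median of test compound wells and 100% = 2 mM ZnCl2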
NALP1 yeast inh = NALP1 inflammasome inhibitors in reconstituted yeast, colorimetric, S. cerevisiae, triplicate retest; S. cerevisiae NALP1/ASC/caspase-1 growth, X-gal OD620, 72 h; inhibition, % at 10 µM; hit rate 0.61% among 280,000; AID 2071, 2009; in the data active means inhibition mostly above about 24%, no sharp cut-off; inactive means mostly below about 32%; further: some compounds called inactive have numbers as strong as hits
MEKK3 PB1 HTS = modulators of MEKK3-MEK5 PB1 binding, primary screen, biochemical, wildtype MEKK3, multiplex bead flow cytometry, Alexa488-MEK5. Mitogen-activated protein kinase kinase kinase 3 (Homo sapiens), Q99759. bead-based flow cytometry, Alexa488-MEK5 binding to MEKK3; actives lie on both sides; 0 = blocked by unlabeled MEK5, 100 = vehicle. binding response (% of control), % at 10 µM. hit rate 1.4% among 290,000. AID 1529, 2009;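 active means binding response more than 3 SD above or below the average of its plate-row segment, actives on both sides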;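 further: Alexa488 bead fluorescence after subtracting the streptavidin-only scavenger bead signal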
IDE cell inh = human IDE inhibitors in live cells, primary screen, fluorescence polarization, HEK cells, FAbetaB substrate | Insulin-degrading enzyme (Homo sapiens), P14735 | FAbetaB cleavage | inhibition, % at 5.59 µM | hit rate 0.41% among 320,000 | AID 434962, 2010;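 active means percent inhibition above the average of all tested compounds plus 3 SD, set per screening campaign, cut at about 16% in these data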;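 further: IDE supplied by intact live HEK cells; FP after avidin binding of uncleaved biotin substrate so inhibition keeps polarization high; 0% = DMSO wells and 100% = 60 µM reference IDE inhibitor Ii1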
* hit, by the source's call; . = no result given; [ ] = another dose, or the depositor's remark.

SMILES	MEKK2wt PB1 HTS	IDE cell activ	MEKK2mut PB1 HTS	SUMO HTRF inh	p-CIP stab down	PfM18AAP inh	NALP1 yeast inh	MEKK3 PB1 HTS	IDE cell inh
NS(=O)(=O)c1ccc(CCNC(=O)C2CCCN2S(=O)(=O)c2cccc3nsnc23)cc1 (stereo not given)	97	-3	1	5	4	-3	10	99	1
CCOc1ccc(S(=O)(=O)NCCC(=O)OC(C)C(=O)N2CCc3ccccc32)cc1 (stereo not given)	97	1	2	-1	-13	-1	-1	100	-2
NC(=O)[C@H]1CC2(CC(c3cccc(NC(=O)[C@H]4CCC(=O)N4)c3)=NO2)CN1C(=O)c1ccccc1C(=O)c1ccccc1 (stereo not given in full)	90	5	5	1	4	.	8	87	-2
O=C(NCCC(=O)N1CCCCC1)c1ccccc1Cl	102	1	7	10	0	-4	2	105	6
O=[N+]([O-])c1ccc2oc(C(O)c3cccc(Cl)c3)cc2c1 (stereo not given)	93	1	-6	-6	3	4	3	94	3
COc1ccc(-c2nc(CCl)cs2)cc1	92	3	-2	3	16	-9	4	84	-9
Cc1cc(NC(=O)CSc2nnc(C3CC3)n2-c2ccccc2)no1	107	2	1	3	8	-2	6	108	4
O=C(O)CSC1=NC(=Nc2cccc(Cl)c2)C2(CCCCC2)N1c1ccccc1	99	2	0	-17	-3	0	18	100	-1
CC1=C(N2CCN(c3ncccn3)CC2)CCC1=O	111	-2	3	.	.	.	.	103	6
O=C(O)COc1ccc(-c2nnn(Cc3ccccc3F)n2)cc1	98	-2	1	-4	-6	-8	13	95	-2
COCc1cc(C)nc(SCC(=O)Nc2cccc(C)c2)c1C#N	101	-3	3	7	-20	9	16	99	4
C/C(=N/NC(=O)c1ccc(Br)o1)c1cccc(NC(=O)c2ccc(C)o2)c1	101	5	0	-4	-3	-2	25	112	-1
CCOC(=O)CCc1c(C)nc2c(c(C)nn2-c2ccc(C)cc2)c1C	106	-1	3	13	3	-11	16	104	-5
CC(=O)N1N=C(N)SC12CCCC2	97	1	-1	4	5	6	8	89	4
S=C(N/N=C/c1ccc2ncccc2c1)Nc1cccnc1	94	3	-3	43	-6	19	19	95	-1
CCOCCCNC(=O)c1cc(Cl)c(NC(=O)C2=C(C)OCCS2)cc1OC	105	1	3	7	-4	1	7	103	2
Cc1ccc(SCCNC(=O)c2ccccc2C)cc1	105	5	16	21	1	-1	6	106	0
N/C(=N\OC(=O)COc1ccc(Br)cc1Cl)c1ccccn1	103	-3	-1	0	-8	11	16	96	2
COc1ccc2nc(N3CCCC3)c(C#N)cc2c1	91	0	-4	10	-9	3	8	100	8
CSC1=C(C#N)C(=O)NC(c2ccccc2O)S1 (stereo not given)	91	3	-25	13	-19	-14	.	90	2
CCOC(=O)N1CCN(C(=S)NC(=O)/C=C/c2ccc(C)cc2)CC1	103	4	5	-24	5	5	10	103	-7
CC(C)n1cc(CN2CCC(Oc3ccc(C(=O)N4CCCC4)cc3)CC2)cn1	98	3	1	11	-4	0	7	96	0
COc1ccc(OC)c(CCNC(=O)c2cccc(NC(=O)C3=C(C)OCCS3)c2)c1	101	6	1	-8	6	1	-8	99	3
CN1CCN(S(=O)(=O)c2ccc3c(c2)OCCO3)CC1	99	-2	3	-2	1	4	14	100	3
CC(C)C(=O)Nc1ccc(-c2nc3ncccc3o2)cc1	113	3	9	14	0	1	13	105	5

Next part; the last 4 above are carried over.
SMILES	MEKK2wt PB1 HTS	IDE cell activ	MEKK2mut PB1 HTS	SUMO HTRF inh	p-CIP stab down	PfM18AAP inh	NALP1 yeast inh	MEKK3 PB1 HTS	IDE cell inh
CC(C)n1cc(CN2CCC(Oc3ccc(C(=O)N4CCCC4)cc3)CC2)cn1	98	3	1	11	-4	0	7	96	0
COc1ccc(OC)c(CCNC(=O)c2cccc(NC(=O)C3=C(C)OCCS3)c2)c1	101	6	1	-8	6	1	-8	99	3
CN1CCN(S(=O)(=O)c2ccc3c(c2)OCCO3)CC1	99	-2	3	-2	1	4	14	100	3
CC(C)C(=O)Nc1ccc(-c2nc3ncccc3o2)cc1	113	3	9	14	0	1	13	105	5
O=C(Nc1ccccc1)OCc1cn(-c2ccc(Cl)cc2)nn1	96	4	-4	17	0	3	4	98	0
CCOC(=O)COc1ccc(Oc2nc(C)cc(OC)n2)nn1	102	-3	0	-7	2	-9	1	102	2
Cc1cc(-c2nnc3n2N=C(c2ccc(F)cc2)CS3)n[nH]1	95	3	-8	13	4	0	4	94	2
O=C(Nc1ccc(F)cc1)C1CCCN1S(=O)(=O)c1cccc2nsnc12 (stereo not given)	90	1	-23	11	-6	0	.	88	-6
Cc1ccc2c(c1)C(=C(C#N)C#N)C(=O)N2CCN1CCOCC1	106	1	3	-13	8	-1	.	104	2
CC(=O)c1ccc(N2CCN(C(=O)c3cc(-c4ccncc4)nc4ccc(Cl)cc34)CC2)cc1	101	4	1	15	16	-1	22	99	3
O=C1/C(=C\c2cccnc2)CCc2ccccc21	.	-3	.	5	-2	0	-3	.	2
CCOC(=O)C(NC(C)=O)C(=O)Nc1ccc(C(C)(C)C)cc1 (stereo not given)	93	-3	-7	-3	-12	-4	-3	101	1
O=[N+]([O-])c1ccc(C2(O)CN(c3ccccc3)C3=[N+]2CCS3)cc1 (stereo not given)	101	-1	3	15	-2	3	0	108	1
COc1cc(OC)cc(C(=O)NC(=S)Nc2nnn(C)n2)c1	95	-2	-7	7	-17	0	.	93	6
COc1cccc(N2CCN(C(=O)c3cc4ccc(OC)cc4[nH]3)CC2)c1	98	-3	-2	7	0	2	-7	102	5
Cc1ccc(NC(=O)C2C3/C=C\CCCCC32)cc1C (stereo not given)	91	5	-8	13	0	-15	25	91	-2
COc1ccc2cc3cc(C(=O)NCc4cccs4)oc3nc2c1	108	-1	5	31	-3	-8	17	113	3
CC(C)C(C(=O)Nc1ccc2c(c1)OCO2)N1C(=O)c2ccccc2C1=O (stereo not given)	89	3	-3	-4	0	5	26	94	-2
Cc1ccc(Cn2c(C)c3cnn(CC(=O)NC4CCCC4)c(=O)c3c2C)cc1	98	5	1	8	0	7	0	99	-4
Cc1cc(NC(=O)c2cc([N+](=O)[O-])cc([N+](=O)[O-])c2)n(-c2ccccc2)n1	30*	-5	8	-4	8	-9	20	103	-2
Brc1ccc(-c2nn3c(-c4ccccn4)nnc3s2)o1	99	-4	-2	-7	-7	6	.	98	7
CC1=C(C(=O)N2CCOCC2)C(c2cccc(C)c2)NC(=S)N1 (stereo not given)	96	0	-3	-9	-7	0	12	94	3
COc1cccc(NC(=O)c2cc(C(=O)Nc3cccc(OC)c3)n(C)n2)c1	108	3	7	13	-10	-7	23	104	5
COc1ccc(C(C#N)Nc2ccc(C)cc2)cc1 (stereo not given)	96	-2	-4	-3	2	0	18	97	10
CC(C)c1onc(C(=O)NCCc2ccccc2)c1[N+](=O)[O-]	104	2	0	-15	-5	-13	5	100	-1
CC(=O)N1c2ccc([N+](=O)[O-])cc2NC(=O)CC1C (stereo not given)	101	3	1	2	3	-7	27	101	-3
CC(C)(C)CC(C)(C)NC(=O)c1ccccc1	95	1	-4	10	-2	-11	18	102	0
O=C(Nc1cccc2ccccc12)NC1Cc2ccccc2C1	82	.	-10	42	-2	1	.	73*[inhibitor]	3
O=C(NCCS(=O)(=O)c1ccc(Br)cc1)c1ccc(Cl)cc1	110	2	8	14	0	2	5	104	-5
The list continues:
SMILES	MEKK2wt PB1 HTS	IDE cell activ	MEKK2mut PB1 HTS	SUMO HTRF inh	p-CIP stab down	PfM18AAP inh	NALP1 yeast inh	MEKK3 PB1 HTS	IDE cell inh
Cc1cc(NC(=O)Nc2ccc(Cl)cc2)no1	96	9	-1	10	-4	-11	27	98	3
COC(=O)c1ccc(N2CCOCC2)c(NC(=O)c2cccs2)c1	107	3	9	24	-3	-1	14	105	1
CCOC(=O)CCC(=O)N1CCOCCOCCN(C(=O)CCC(=O)OCC)CCOCCOCC1	105	-5	2	6	-3	-1	-11	102	3
COc1cc(/C=N/NC(=O)c2cc(C)oc2C)ccc1OCc1ccccc1	95	-1	3	2	-6	8	3	100	1
O=C(NC1CCCCC1)C(c1ccccc1)N(C(=O)c1csnn1)C1CC1 (stereo not given)	102	-3	-1	5	12	2	14	102	2
Cc1cccc(N=C2NC(=O)C(CO)(CO)S2)c1	101	5	-5	14	-5	-4	-20	100	-4
O=C(CC(C(=O)O)C1CCCO1)NCc1ccccc1 (stereo not given)	92	-4	-6	-2	-11	-7	18	94	8
CC(CN1CCN(Cc2ccccc2)CC1)c1ccccc1 (stereo not given)	108	4	3	5	2	-5	18	103	11
O=C(N/C(=C\c1ccco1)C(=O)N1CCCC1CO)c1ccccc1 (stereo not given)	104	1	1	13	-4	3	17	98	-6
COc1ccc(CN2CCN(Cc3ccc(C)cc3)CC2)c(OC)c1	112	-2	7	9	0	-3	6	102	1
CN(Cc1cc(=O)n2ccsc2n1)C1CCCCC1	97	4	-3	17	-16	-8	6	96	-4
Cc1cc(C)cc(C(=O)N(CCc2ccccc2)C2CC3CCC(C2)N3C)c1 (stereo not given)	122	4	13	6	19	-6	14	109	3
COC(=O)c1cccc(N2C(=O)C3C4C=CC(CC4)C3C2=O)c1 (stereo not given)	111	3	9	11	2	-1	-5	106	7
O=[N+]([O-])c1ccc(N/N=C/c2ccc[nH]2)cc1	-1.0*	3	5	-15	-32	35*	10	83	4
O=C(CCSCCc1ccccn1)Nc1c(F)c(F)c(F)c(F)c1F	108	7	1	6	-1	3	-1	102	7
CCOC(=O)CC(NC(=O)CCc1c(C)nc2ncnn2c1C)c1ccc(C)cc1 (stereo not given)	95	1	-5	12	4	0	0	98	-3
CCOC(=O)C1CCN(S(=O)(=O)C(F)(F)c2nc3ccccc3s2)CC1	100	-3	3	16	1	7	10	104	1
NS(=O)(=O)c1ccc2nc(-c3ccccc3)c(-c3ccccc3)nc2c1	104	1	6	-9	-4	6	10	101	3
CCc1ccc(-c2cc(C)no2)cc1S(=O)(=O)Nc1ccccn1	102	5	0	15	-13	-9	13	102	2
CN(C)c1ccc(N2[C@@H](CC(=O)O)c3cc(C(F)(F)F)ccc3S2(=O)=O)cc1	97	5	-1	.	.	.	.	95	0
CC1CCCCC1NC(=O)CSc1nnc(COc2ccccc2Cl)o1 (stereo not given)	101	5	5	-17	-14	-6	1	105	6
O=C(NCCCN1CCOCC1)c1cccc(S(=O)(=O)N2CCc3ccccc3C2)c1	111	0	0	8	-11	1	5	105	0
COc1cccc(-c2cn3nc4c(nc3n2)CCCC4)c1	88	6	-5	36	-8	21	27	94	7
Cc1cccc(-n2nnnc2-c2cnccc2C(F)(F)F)c1C	105	-2	6	7	-3	5	27	100	0
Cc1ccn2cc(-c3cccc(S(=O)(=O)N4CCCC4)c3)nc2c1	101	3	0	16	-2	6	-26	96	0
Cn1c(SCC#N)nnc1-c1cccnc1	94	2	-2	3	-9	0	27	91	-1
Cc1ccnc(NS(=O)(=O)c2ccc(NC(=O)c3cc(=O)c4ccccc4o3)cc2)n1	91	-8	-1	12	-7	-1	-6	93	4
COc1ccc(NC(=O)c2nc(-n3nc(C)cc3C)ccc2Cl)cc1Cl	88	-2	-4	-2	5	-16	6	93	0

This is a subset (hit frequency here may not be typical).
